Screening results as filed in PubChem.
KCNK3 inh = human KCNK3 channel inhibition, primary screen | CHO-KCNK3 thallium flux, FluxOR fluorescence; stronger effect = lower value | O14649 | B-score at 10 µM | 340,000 compounds, 0.84% hits;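 active means B-score under library mean minus 4 SD, starting fluorescence ratio at most library mean plus 5 SD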;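 further: more negative B-score means stronger inhibition of thallium flux through KCNK3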
Target sequence (O14649 whole entry, looked up): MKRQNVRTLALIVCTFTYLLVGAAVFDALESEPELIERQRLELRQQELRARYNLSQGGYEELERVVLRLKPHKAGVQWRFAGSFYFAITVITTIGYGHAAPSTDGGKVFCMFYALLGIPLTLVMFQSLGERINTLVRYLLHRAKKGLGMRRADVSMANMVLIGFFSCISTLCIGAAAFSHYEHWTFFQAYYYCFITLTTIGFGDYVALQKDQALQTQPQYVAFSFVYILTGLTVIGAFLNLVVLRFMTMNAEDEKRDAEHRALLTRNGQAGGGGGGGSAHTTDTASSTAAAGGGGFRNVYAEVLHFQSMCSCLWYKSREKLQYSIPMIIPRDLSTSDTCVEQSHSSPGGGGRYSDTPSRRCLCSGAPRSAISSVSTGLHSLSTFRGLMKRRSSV
RGS4 act = potentiators or activators of RGS4 | HEK293 M3R/inducible RGS4, carbachol calcium flux Fluo4; stronger effect = lower value | B-score at 10 µM | 310,000 compounds, 0.92% hits | AID 463111;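 active means B-score of the integrated calcium signal more than 4 SD below the library mean, with starting fluorescence not abnormally high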;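 further: negative B-score means reduced calcium response which marks RGS4 activation or potentiation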
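System – HEK293 FlpIn-TREx cells, stable M3R, doxycycline-inducible RGS4 · Reagent – ECmax carbachol challenge · Times – compound preincubation 20 min at room temperature before agonist · Technique – Fluo4 fluorescence kinetic imaging of calcium · Measure – B score of integrated Fluo4 ratio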
RGS4 block = human RGS4 inhibition; P49798; HEK293 M3R/RGS4 inducible, Fluo-4 calcium flux; stronger effect = higher value; triggered by carbachol at its EC20; B-score at 10 µM; 310,000 compounds, 0.45% hits; AID 463165;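 active means B-score, a plate-corrected calcium signal, over three deviations above library mean, with baseline fluorescence within five deviations of library mean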;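 further: RGS4 expression induced by doxycycline in cells with stable M3 receptor; B-score is computed from the integrated fluorescence ratio over baseline after carbachol; higher B-score means a larger calcium signal and so more RGS4 inhibition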
Target sequence (P49798 whole entry, looked up): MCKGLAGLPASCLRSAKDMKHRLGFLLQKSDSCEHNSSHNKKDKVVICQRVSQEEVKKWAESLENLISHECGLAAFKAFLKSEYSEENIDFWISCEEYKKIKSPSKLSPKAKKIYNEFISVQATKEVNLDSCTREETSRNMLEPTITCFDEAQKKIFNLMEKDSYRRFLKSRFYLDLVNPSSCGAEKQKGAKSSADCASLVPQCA
hERG protect = compounds protecting human hERG from proarrhythmic drug block; Q12809; CHO-hERG, FluxOR thallium flux, dofetilide IC70 present; activation (rescue from dofetilide block), less the hit threshold, % at 10 µM; 310,000 compounds, 0.51% hits; AID 1511;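 active means activation above the mean of controls blocked by dofetilide plus 5 SD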;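 further: thallium influx through hERG after potassium depolarization seen as dye fluorescence rise; in these data hits start at about 4.7%; inactives centre near -7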
ANO1 activ = mouse TMEM16A channel activation, primary screen; HEK293 TMEM16A/YFP-H148Q/I152L, iodide quench fluorescence; stronger effect = lower value; B-score at 10 µM; 340,000 compounds, 0.3% hits;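 active means fluorescence-ratio B-score plate-corrected deviation score at least 3 library SD below zero, with starting fluorescence score within 5 deviations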;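 further: channel opened by trigger with iodide after compound preincubation; score built on the fluorescence ratio of max minus min over baseline; more negative score means more quench and so TMEM16A activation or potentiation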
KCNQ1 inh = human KCNQ1 channel inhibition; P51787; CHO-K1 KCNQ1, FluxOR thallium flux fluorescence; stronger effect = higher value; B-score at 10 µM; 310,000 compounds, 1.3% hits; AID 2642;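 active means compounds whose thallium flux B-score, printed positive for inhibition, exceeds three library SD while starting fluorescence stays within three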;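 further: channel opened by potassium depolarization with thallium stimulus after 20 min compound exposure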
KCNQ1 act = potentiates or activates the human KCNQ1 potassium channel; P51787; B-score at 10 µM; 310,000 compounds, 0.35% hits; CHO-K1 KCNQ1, thallium flux FluxOR fluorescence; stronger effect = higher value;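 active means fluorescence ratio B-score, a plate-corrected score, at least three library SD, with initial intensity B-score within 5 SD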
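Assay system: CHO-K1 cells stably expressing KCNQ1. Medium: assay buffer for compound exposure, DMSO matched across wells. Timing: 37 °C overnight plating, 90-min dark dye load, 20-min compound pretreatment. Signal: kinetic FluxOR fluorescence, 10 s baseline plus 110 s post-stimulus.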
MrgX1 agonist = human MrgX1 receptor agonism, primary screen; MrgX1-HEK293 cells, Fluo-4 calcium fluorescence, agonist mode; stronger effect = higher value; B-score at 10 µM; 310,000 compounds, 0.44% hits; AID 588627;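 active means calcium response B-score plate-corrected fluorescence ratio at least 3 library SD, with starting fluorescence B-score inside 5 SD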
Target sequence (Q96LB2 whole entry, looked up): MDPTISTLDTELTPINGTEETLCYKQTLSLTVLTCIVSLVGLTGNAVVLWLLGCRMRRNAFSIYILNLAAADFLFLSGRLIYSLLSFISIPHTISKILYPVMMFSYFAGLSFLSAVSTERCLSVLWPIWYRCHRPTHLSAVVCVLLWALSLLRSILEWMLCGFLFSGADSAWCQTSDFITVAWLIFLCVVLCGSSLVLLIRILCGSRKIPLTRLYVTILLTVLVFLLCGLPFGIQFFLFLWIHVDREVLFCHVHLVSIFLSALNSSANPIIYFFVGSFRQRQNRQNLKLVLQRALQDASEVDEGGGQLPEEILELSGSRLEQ
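times = overnight plating, then 30 min 37 °C plus 30 min room-temperature dye loading | assay system = stable human MrgX1 HEK293 cell line | input = fifteen thousand cells per well | signal = kinetic calcium dye fluorescence, Fluo-4 NW | dosing = compound delivered in addition one of three | read-out = B-scored fluorescence response ratio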
MrgX1 PAM = human MrgX1 positive allosteric modulation, primary screen. Q96LB2. MrgX1-HEK293, Fluo-4 calcium flux, FDSS; stronger effect = higher value. B-score at 10 µM. 310,000 compounds, 0.63% hits. AID 588675;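 active means plate-corrected calcium response at least 3 library SD above typical, normal starting fluorescence, not activating the receptor alone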;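 further: compound read alongside a low EC10 to EC30 dose of BAM8-22 agonist; peak minus trough fluorescence over baseline measured at the second addition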
ANO1 block = blocks the mouse calcium-activated chloride channel TMEM16A | Q8BHY3 | HEK293 TMEM16A/YFP iodide influx fluorescence, ionomycin | normalized B-score (activity score, 25-100; higher = stronger inhibition) at 10 µM | 310,000 compounds, 1.2% hits | AID 588511;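 active means ratio plate-corrected score three or more library SD toward inhibition, starting fluorescence score within five deviations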;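 further: score derived from kinetic fluorescence span divided by baseline fluorescence per well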
KCNK9 block = blocks the human KCNK9 two-pore domain potassium channel. Q9NPC2. HEK293 KCNK9, FluxOR thallium flux fluorescence; stronger effect = lower value. B-score at 10 µM. 310,000 compounds, 1.2% hits. AID 488922;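 active means ratio B-score over 3 SD below the library mean, with starting fluorescence within 5 SD of its mean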;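 further: negative B-score means less thallium flux so channel inhibition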
* hit, by the source's call; i = inactive; · = no result given.

SMILES	KCNK3 inh	RGS4 act	RGS4 block	hERG protect	ANO1 activ	KCNQ1 inh	KCNQ1 act	MrgX1 agonist	MrgX1 PAM	ANO1 block	KCNK9 block
CN(C)Cc1c(O)ccc2occ(C(=O)c3ccc(F)cc3)c12	i	i	i	-6	i	i	i	i	i	i	i
c1ccc2c(Oc3ccc4c(c3)OCO4)nncc2c1	i	i	i	-3	i	i	i	i	i	i	i
COc1cccc(CNC(=O)CCc2nnc3ccc(NCCCN4CCCC4=O)nn23)c1	i	i	i	-7	i	i	i	i	i	i	i
COCCn1c(-c2cc(OC)c(OC)c(OC)c2)nc2oc3cc(OC)ccc3c(=O)c2c1=O	·	i	i	-6	·	i	i	i	i	i	i
CC(SC(=S)N1CCOCC1)C(=O)O (stereo not drawn)	i	i	i	-3	i	i	i	i	i	i	i
O=[N+]([O-])c1c(Nc2ccc(O)cc2)cc(N2CCOCC2)c2nonc12	i	i	i	-8	i	i	i	i	i	i	i
Cc1[nH]c(C)c(S(=O)(=O)N(C)Cc2ccccc2)c1C(=O)N1CCCC1	i	i	i	-7	i	i	i	i	i	i	i
COC(=O)c1ccc(-n2c(CCC(=O)O)ccc2-c2ccc(C)cc2)cc1	i	i	i	-10	i	i	i	i	i	i	i
O=C(NC1CC1)C1CC(=O)N(c2ccc(F)cc2)C1 (stereo not drawn)	i	i	i	-10	i	i	i	i	i	i	i
COC(=O)C(C(=O)OC)c1ccc(N)cc1	i	i	i	-3	i	i	i	i	i	i	i
O=C(O)CCC(=O)N1c2ccccc2NC2=C(C(=O)CC(c3ccc(F)cc3)C2)C1c1ccc([N+](=O)[O-])o1 (stereo not drawn)	i	i	i	-8	i	i	i	i	i	i	i
Cc1ccc(O)c(C(CC(=O)N2CCCC2)c2ccccc2)c1 (stereo not drawn)	i	i	i	-1	i	i	i	i	i	i	i
CCC/C(O)=C1\C(=O)CC(C)(C)CC1=Nc1ccccc1OC	i	i	i	-9	i	i	i	i	i	i	i
CN1C(=O)C2(NCCc3c2[nH]c2ccccc32)c2ccccc21 (stereo not drawn)	i	i	i	-4	i	i	i	i	i	i	i
Cc1ccc(C(C(=O)NCc2ccco2)N(CC2CCCO2)C(=O)Cn2nnc3ccccc32)cc1 (stereo not drawn)	i	i	i	-1	i	i	i	i	i	i	i
c1ccc(-n2ncc3c2ncn2cnnc32)cc1	i	i	i	-8	i	i	i	i	i	i	i
Cc1ccc(NC(=O)N2CCc3ccccc3C2)cc1C	i	i	i	-6	i	i	i	i	i	i	i
COc1cc(NC(=O)Cc2ccc(Cl)cc2)ccc1NC(=O)c1ccco1	i	i	i	-8	i	i	i	i	i	i	i
CC1CCCCC1NC(=O)COC(=O)Cc1ccc(Br)cc1 (stereo not drawn)	i	i	i	-9	i	i	i	i	i	i	i
O=C(NCc1ccc(Cl)cc1)C1CCN(c2cnccn2)CC1	i	i	i	-14	i	i	i	i	i	i	i
O=C(c1cccc(Cl)c1)N1CCN(C(=O)c2ccccc2F)CC1	i	i	i	-8	i	i	i	i	i	i	i
O=C(CSc1nnc(CNC(=O)c2ccccc2)o1)c1ccc(Cl)cc1	i	i	i	-9	i	i	i	i	i	i	i
CC1CN=C(N(C(=O)Nc2ccccc2)C(C)c2ccccc2)S1 (stereo not drawn)	i	i	i	-3	i	i	i	i	i	i	i
CC(=O)N1c2ccc(S(=O)(=O)N(C)c3cc(C)ccc3C)cc2CC1C (stereo not drawn)	i	i	i	-4	i	i	i	i	i	i	i
Cc1ccc(SCC(=O)N2CCCC2)cc1	i	i	i	-7	i	i	i	i	i	i	i
CN(CCCN1CCOCC1)Cc1cn(C)nc1-c1ccccc1F	i	i	i	-15	i	i	i	i	i	i	i
CCOC(=O)C1=C(C)NC(C)=C(C(=O)OCC)C1c1nc2ccccc2[nH]1	·	i	i	-5	·	i	i	i	i	i	i
CCN(CC(N)=O)S(=O)(=O)c1ccc(F)cc1	i	i	i	-7	i	i	i	i	i	i	i
N#CCCNS(=O)(=O)c1ccc(C(=O)OCC2CCCCC2)cc1	i	i	i	-2	i	i	i	i	i	i	i
COc1cc(OC)c(OC)cc1/C=C/c1cc(C(F)(F)F)[nH]c(=O)n1	i	i	i	-4	i	i	i	i	i	i	i
CNC(=S)NN(c1ccccc1)c1ccccc1	i	i	i	-7	i	i	i	i	i	i	i
CC(NC(=O)Nc1ccc([N+](=O)[O-])cc1)C(c1cccs1)N1CCCC1 (stereo not drawn)	i	i	i	-10	i	i	i	i	i	i	i
COC(=O)c1cc(S(=O)(=O)N2CCC(C)CC2)cn1C	i	i	i	-5	i	i	i	i	i	i	i
C[C@H](NC(=O)c1nc[nH]c1C(=O)N1CCc2ccccc2C1)C(=O)OCc1ccccc1	i	i	i	-20	i	6*	i	i	i	i	i
CCOC(=O)N1CCN(C(=O)c2ccc(NC(=O)c3ccc(C)cc3)cc2)CC1	i	i	i	-17	i	i	i	i	i	i	i
CCOC(=O)c1nn(-c2ccccc2)c(=O)cc1OCC(=O)Nc1cccc(OC)c1	i	i	i	-2	i	i	i	i	i	i	i

KCNQ1 inh: entries above that show a hit
smiles | KCNK3 inh | RGS4 block | ANO1 activ | KCNQ1 inh | KCNQ1 act | MrgX1 agonist | KCNK9 block
C[C@H](NC(=O)c1nc[nH]c1C(=O)N1CCc2ccccc2C1)C(=O)OCc1ccccc1 | i | i | i | 6* | i | i | i

Following part
SMILES	KCNK3 inh	RGS4 act	RGS4 block	hERG protect	ANO1 activ	KCNQ1 inh	KCNQ1 act	MrgX1 agonist	MrgX1 PAM	ANO1 block	KCNK9 block
Cc1ccc(S(=O)(=O)N2CCCCC2CCNC(=O)C(=O)NCc2ccco2)cc1 (stereo not drawn)	i	i	i	-2	i	i	i	i	i	i	i
O=C(c1ccco1)N1CCN(S(=O)(=O)c2cc(Cl)ccc2Cl)CC1	i	i	i	-3	i	i	i	i	i	i	i
O=C(Cc1cccs1)Nc1nc(-c2ccccc2)cs1	i	i	i	-12	i	i	i	i	i	i	i
O=C(Nc1ccccc1F)c1ccc2nc(N3C(=O)CCC3=O)sc2c1	i	i	i	-12	i	i	i	i	i	i	i
Cc1cc(C)c2c(=O)cc(C(F)F)oc2c1	i	i	i	-8	i	i	i	i	i	i	i
CCc1ccc(NC(=O)COC(=O)/C=C/c2c(C)nn(C3CCS(=O)(=O)C3)c2Cl)cc1 (stereo not drawn)	i	i	i	-8	i	i	i	i	i	i	i
CCOC(=O)NN=C1c2ccccc2-c2ccccc21	i	i	i	-9	i	i	i	i	i	i	i
CCN(CC)CCCNC(=O)c1cc2c(=O)[nH]c3ccc(C)cc3c2s1	i	i	i	-2	i	i	i	i	i	i	i
Cc1cccc(-n2c(SCC(=O)N3CC(=O)Nc4ccccc43)nc3ccccc3c2=O)c1C	i	i	i	-6	i	i	i	i	i	i	i
O=C(CSCc1c(F)cccc1Cl)NCc1ccncc1	i	i	i	-11	i	i	i	i	i	i	i
CCC(C)c1ccc(NC(=S)Nc2ccc(OC)c(OC)c2)cc1 (stereo not drawn)	i	i	i	-9	i	i	i	i	i	i	i
CN(C)S(=O)(=O)c1ccc(N2CCCC2)c(C(=O)Nc2ccc(C(N)=O)cc2)c1	i	i	i	-12	i	i	i	i	i	i	i
Cc1ccccc1N1CCN(C2CCCN(C(=O)CN3CCCC3=O)C2)CC1 (stereo not drawn)	i	i	i	-5	i	i	i	i	i	i	i
CCOC(=O)N/N=C/c1cn(CCCOc2ccccc2)c2ccccc12	i	i	i	-8	i	i	i	i	i	i	i
COc1ccc(N(Cc2cc3cc(OC)ccc3[nH]c2=O)S(=O)(=O)c2ccc(NC(C)=O)cc2)cc1	i	i	i	-23	i	i	i	i	i	i	i
Cc1ccc(CNC(=O)c2ccccc2N(C)S(C)(=O)=O)cc1	i	i	i	-6	i	i	i	i	i	i	i
COc1cccc(C(=O)Nc2nnc(-c3ccc(OC)cc3OC)s2)c1	i	i	i	-5	i	i	i	i	i	i	i
COc1ccccc1C(C)NCC(=O)NCC(=O)Nc1ccc(F)c(F)c1F (stereo not drawn)	i	i	i	-12	i	i	i	i	i	i	i
COc1ccc(C2c3ccc(O)cc3Oc3ncn(Cc4ccco4)c(=N)c32)cc1OC (stereo not drawn)	i	i	i	-14	i	i	i	i	i	i	i
CN1CCN(c2ccccc2NC(=O)Cc2ccc(Cl)cc2)CC1	i	i	i	-14	i	i	i	i	i	i	i
CCOC(=O)c1cccc(NC(=O)Nc2ccc3c(c2)C(=O)OC3)c1	i	i	i	-3	i	i	i	i	i	i	i
C=CCN(C(=O)Nc1ccc2c(c1)nc(C)n2C)c1ccccc1	i	i	i	-10	i	i	i	i	i	i	i
COc1ccc(OC)c(S(=O)(=O)Nc2ccc(CC(=O)O)cc2)c1	i	i	i	-14	i	i	i	i	i	i	i
Cc1ccc(OCC(=O)OC(C)CN(C)Cc2ccccc2)cc1 (stereo not drawn)	i	i	i	-11	i	i	i	i	i	i	i
O=C(O)c1sccc1S(=O)(=O)c1ccccc1	i	i	i	-9	i	i	i	i	i	i	i
COc1cccc(C(=O)O/N=C/c2ccc(Sc3ccc(C)cc3)nc2)c1	i	i	i	-3	i	i	i	i	i	i	i
Cc1ccc2nc(NCCNC(=O)c3ccccc3)c(C#N)cc2c1	i	i	i	-3	i	i	i	i	i	i	i
Cc1ccc(SCCC(=O)N/N=C/c2ccncc2)cc1	i	i	i	-13	i	i	i	i	i	i	i
COc1ccc(Nc2ncnc3ccccc23)c(OC)c1	i	i	i	1	i	i	i	i	i	i	i
O=C(Cc1ccccc1)NCC(=O)OCc1ccccc1F	i	i	i	-5	i	i	i	i	i	i	i
CCOc1ccc(N=Nc2c(C)[nH]n(-c3ccccc3)c2=O)cc1	i	i	i	-11	i	i	i	i	i	i	i
O=C(NCCc1ccccc1)c1noc2c1CCCCC2	i	i	i	-18	i	i	i	i	i	i	i
O=c1[nH]c2ccccc2c(=O)n1Cc1ccccc1	i	i	i	-6	i	i	i	i	i	i	i
